# EPAC2 ag = qHTS for Agonist of cAMP-regulated guanine nucleotide exchange factor 4 (EPAC2): primary screen. Rap guanine nucleotide exchange factor 4 (Homo sapiens), Q8WZA2. Potency, µM (titrated, usually from 154 µM), inactives show at the highest dose activation, usual class: activators. EPAC2 activation, biochemical qHTS; response scale: 100% = 6.5 mM cAMP response. 0.079% of 360,000 active. AID 720711, 2013; note: potency is the fitted concentration of half-maximal effect; nearly all actives have a fitted effect of over 50% in size
# Target sequence (Q8WZA2 whole entry, looked up): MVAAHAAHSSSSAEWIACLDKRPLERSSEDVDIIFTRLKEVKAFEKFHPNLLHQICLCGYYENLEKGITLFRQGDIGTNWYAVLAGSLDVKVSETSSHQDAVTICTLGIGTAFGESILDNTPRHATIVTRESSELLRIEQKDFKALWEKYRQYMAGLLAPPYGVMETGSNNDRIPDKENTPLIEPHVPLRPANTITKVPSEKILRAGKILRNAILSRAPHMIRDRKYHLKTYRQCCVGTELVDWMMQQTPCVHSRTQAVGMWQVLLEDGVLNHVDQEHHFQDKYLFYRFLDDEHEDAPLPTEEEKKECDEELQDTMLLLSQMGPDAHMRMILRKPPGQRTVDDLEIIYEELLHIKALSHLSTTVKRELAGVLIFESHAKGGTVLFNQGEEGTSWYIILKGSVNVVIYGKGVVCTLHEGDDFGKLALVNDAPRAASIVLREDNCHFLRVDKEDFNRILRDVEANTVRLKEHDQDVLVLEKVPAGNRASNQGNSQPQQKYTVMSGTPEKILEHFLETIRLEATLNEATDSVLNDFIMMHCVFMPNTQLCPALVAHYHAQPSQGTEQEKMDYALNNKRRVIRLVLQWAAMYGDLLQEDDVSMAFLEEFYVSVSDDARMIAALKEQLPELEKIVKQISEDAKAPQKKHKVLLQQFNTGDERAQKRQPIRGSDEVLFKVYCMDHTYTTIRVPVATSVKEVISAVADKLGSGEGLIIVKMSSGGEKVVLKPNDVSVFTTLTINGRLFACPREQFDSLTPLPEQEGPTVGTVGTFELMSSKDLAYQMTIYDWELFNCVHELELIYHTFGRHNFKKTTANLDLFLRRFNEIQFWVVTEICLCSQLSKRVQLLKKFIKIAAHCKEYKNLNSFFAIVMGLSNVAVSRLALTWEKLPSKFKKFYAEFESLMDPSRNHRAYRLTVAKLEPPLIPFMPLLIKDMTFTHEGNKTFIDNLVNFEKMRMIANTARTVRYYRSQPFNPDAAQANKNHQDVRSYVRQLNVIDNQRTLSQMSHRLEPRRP
#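 EPAC2 (100 nM) mixed with Rap1B loaded with BODIPY-GDP (250 nM) plus 50 uM unlabeled GDP; compounds pinned in, 5 min RT, then read every 5 min for 30 min (ex 480, em 540 nm). Normalized to cAMP control.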
# Nrf2 inh = Nrf2 qHTS screen for inhibitors; 2.1% of 360,000 active; Potency, µM (top dose mostly 46 µM), inactives show at the highest dose activity change, negative = inhibition, hits mostly inhibitors; AID 504444, 2011; A549 ARE-Fluc reporter, luciferase luminescence, 18-24 h; note: potency is the fitted concentration of half-maximal effect; % is set by controls: 0 for no effect and ±100 for the full control effect; nearly all actives have a fitted effect of over 60% in size
#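 Concentration-response testing used A549 ARE_Fluc cells at 5000 cells/well. Following an 18-24 h compound incubation, viability was read by fluorescence (Ex 405/Em 525) and luciferase output by luminescence.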
# MmCpn inh = Inhibitors of TCP-1 ring complex (TRiC) of Methanococcus maripaludis (MmCpn): qHTS; Potency, µM (doses to about 76.9 µM), for inactives: at the highest dose activity, negative = inhibition, most hits filed as inhibitors; purified Mm-Cpn ATPase, ADP Transcreener TR-FRET; 0.031% of 330,000 active; note: potency is the fitted concentration of half-maximal effect; % is set by controls: 0 for no effect and ±100 for the full control effect; nearly all actives have a fitted effect of over 80% in size
#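 ATP (10 uM final) was added to archaeal chaperonin (25 nM final) after 10 min exposure to test compound at 37°C; after 30 min further incubation, ADP was detected by competitive TR-FRET.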
# Nrf2 ARE act = qHTS of Nrf2 Activators. Potency, µM (highest dose often 46.1 µM), for the others: top-dose activation, usual class: activators. AREc32 ARE-luciferase reporter (MCF7-derived line), luminescence, 24 h. 0.31% of 410,000 active; note: potency is the fitted concentration of half-maximal effect; % of control where 0% means no effect; nearly all actives have a fitted effect of over 65% in size
#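 Steps: seed AREc32_Fluc cells (1000/well, 5% FBS OPTI-MEM); incubate overnight at 37 deg C; add 23 nL compound; incubate 24 hr; add Steady-Glo; hold 30 min RT; read luminescence.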
# CCT chaperon mod = High-Throughput Screening for Modulators of Cytosolic Chaperonin Activity. purified chaperonin ATPase assay, HTRF ADP detection, 30 min. activity change, % (test concentration not listed), hits read low. 0.3% of 360,000 active. AID 651819, 2012; in the data active = activity change below about -30%; note: % is set by controls: 0 for no effect and ±100 for the full control effect
#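 First, chaperonin was dispensed at 40 nM or 20 nM final depending on batch activity. Next, compounds were pinned at 76 uM and ATP added at 10 uM. After 30 min at 37 °C, ADP detection reagents ran 30 min at ambient temperature.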
# A549 viability = Nrf2 qHTS screen for inhibitors: counterscreen for cytotoxicity | A549 ARE-Fluc cells, CellTiter-Fluor viability, 18-24 h | Potency, µM (top dose mostly 46 µM), for inactives: at the top dose activity change, negative = cytotoxicity, actives largely listed as inhibitors | 0.16% of 390,000 active | AID 504648, 2011; note: potency is the fitted concentration of half-maximal effect; % is set by controls: 0 for no effect and ±100 for the full control effect
#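 A549 ARE_Fluc cells in 5% FBS OPTI-MEM were exposed to compounds in concentration-response for 18-24 h at 37 deg C. Viability was read by CellTiter-Fluor fluorescence (Ex 405/Em 525) after 30 min, before the luciferase read.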
# pAkt inh = HTS Assay for Inhibitors of Akt Phophorylation: Primary Screen. 0.32% of 360,000 active. Neuro2A IGF-stimulated pAkt S473 HTRF, 20 min; active compounds read low. activity change, % for hits at 50 µM. AID 651550, 2012; in the data active = activity change below about -80%; inconclusive = mostly about -51% to -80%; note: % is set by controls: 0 for no effect and ±100 for the full control effect
#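 Neuro2A cells in DMEM with 0.5% FBS, overnight at 37 deg C, given compound at single 50 µM final, then IGF (6 nM final) for 20 min at 37 deg C. Lysed; phospho-Akt Ser473 by HTRF after 24 h, 665/615 ratio.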
# TGFb inhibitor = qHTS for Inhibitors of TGF-b | HepG2 CAGA-GFP TGF-b/SMAD3 reporter, GFP fluorescence, 18 h; TGF-beta stimulated, 500 pg/mL final | Potency, µM (top dose mostly 46.1 µM), for the others: at the top dose activity, negative = inhibition, usual class: inhibitors | 1.2% of 410,000 active | AID 588855, 2011; note: potency is the fitted concentration of half-maximal effect; % is set by controls: 0 for no effect and ±100 for the full control effect; nearly all actives have a fitted effect of over 65% in size
#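 Inhibition was scored as loss of TGF-beta-induced (500 pg/mL final, 18 hours, 37 degrees C) GFP in HEPG2 cells carrying a CAGA-GFP reporter, in DMEM with 1% FBS. Well GFP was summed per cell; Activity was normalised to unstimulated and stimulated DMSO wells, then concentration-response fitting.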
# EPAC2 antagonist = qHTS for Antagonist of cAMP-regulated guanine nucleotide exchange factor 2 (EPAC2): primary screen; AID 720708, 2013; Potency, µM (titrated, usually from 114 µM), inactives show at the top dose activity, negative = inhibition, hits mostly inhibitors; 0.18% of 360,000 active; Rap guanine nucleotide exchange factor 4 (Homo sapiens), Q8WZA2; EPAC2 GEF exchange of Rap1B-BODIPY-GDP, fluorescence; note: potency is the fitted concentration of half-maximal effect; % is set by controls: 0 for no effect and ±100 for the full control effect; nearly all actives have a fitted effect of over 45% in size; many of its hits are not listed in these tables
# The depositor's hits bear a star; i = inactive; ? = inconclusive; / = not tested or not shown; [ ] = another dose, or the depositor's remark. Unless noted, calls come from the whole dose curve; as a rule, active = well fitted curve in the direction sought with a large enough effect; inconclusive = small, poorly fitted or top-dose-only effect, or another doubt; inactive = no such curve, though single readings can be large; an effect the other way counts as inactive or inconclusive. An excerpt; rates above refer to the full screens.
SMILES,EPAC2 ag,Nrf2 inh,MmCpn inh,Nrf2 ARE act,CCT chaperon mod,A549 viability,pAkt inh,TGFb inhibitor,EPAC2 antagonist
CCN(CC)c1nc2ccccc2n2cnnc12,3.4%,5.4%,-0.9%,-0.8%,-0.3,-0.7%,i,-3.6%,-0.7%
CCOC(=O)C1C(=O)NC(c2ccccc2)=NC1c1ccc(F)cc1 (stereo not given),-4.7%,9.6%,-0.6%,2.8%,-0.3,-0.1%,i,-3.2%,-2.7%
O=C(Cn1c(=O)c2cccn2c2ccc(F)cc21)N1CCN(c2ccccc2)CC1,/,9.6%,/,-1.2%,/,-0.3%,/,0.0%,/
COCCCn1c(=N)c(S(=O)(=O)c2ccccc2)cc2c(=O)n3cccc(C)c3nc21,/,4.9%,/,-0.8%,/,0.1%,/,6.0%,/
COc1ccccc1NC(=O)CN1CCN(CC(=O)Nc2ccccc2Cl)CC1,9.2%,8.2%,0.3%,-0.8%,-2.7,6.0%,i,-19.5%,-1.4%
Cc1ccc(Nc2nc(CSc3nnnn3-c3ccccc3)cc(=O)[nH]2)cc1,-9.2%,-22.0%,-1.8%,0.5%,0.4,3.7%,i,?,-2.8%
CCN(C(=O)COC(=O)CCCc1nc2ccccc2s1)c1c(N)n(Cc2ccccc2)c(=O)[nH]c1=O,7.2%,3.0%,/,-0.3%,-5.6,2.1%,i,-11.6%,1.4%
Cc1nccn1-c1c2c(c(C#N)c3nc4ccccc4n13)CCC2,7.2%,-0.3%,-12.5%,-0.5%,-2.0,1.0%,i,4.3%,5.3%
O=C(CSc1nnnn1-c1ccccc1)Nc1ncc(Cc2cccc(Cl)c2Cl)s1,1.5%,-24.3%,0.9%,-0.6%,-2.6,-1.5%,i,70.3%[activator],3.2%
O=C(NC1CCCCCCC1)NC1CCCCC1,-2.1%,?,-0.2%,2.3%,0.5,2.8%,i,-21.6%,-0.2%
Cc1cc(C)cc(OCc2ccc(C(=O)O)o2)c1,5.3%,25.0%,2.8%,-0.2%,0.6,-5.4%,i,0.7%,-0.4%
Cc1cc(C)nc(SC2CCCCC2NS(=O)(=O)c2ccc(Cl)cc2)n1 (stereo not given),17.2%,-2.9%,0.8%,-0.6%,-2.0,-17.6%,i,?,-5.3%
O=C1C(=O)N(CC2CCCO2)C(c2ccccc2[N+](=O)[O-])/C1=C(/O)c1ccccc1 (stereo not given),3.0%,?,-0.2%,14.1%,-49.4*,17.3%,i,-1.4%,-2.3%
COc1cc(Cl)c(C)cc1NC(=O)CSc1cc(-c2ccccc2)nc(C)n1,/,21.8%,/,-0.7%,/,15.3%,/,-7.9%,/
CCOC(=O)N1CCC(NC(=O)C2CCN(Cc3nc(-c4ccc(CC)cc4)oc3C)CC2)CC1,-0.8%,11.4%,/,-0.8%,0.6,-2.8%,i,-16.1%,-4.5%
C=CCNC(=O)C1=NN(c2c(F)c(F)cc(F)c2F)C(=O)CC1,11.2%,2.1%,0.3%,-0.1%,-1.8,1.4%,i,8.0%,-0.9%
O=C(COC(=O)CNC(=O)C1CCCCC1)Nc1ccc(F)c([N+](=O)[O-])c1,-2.6%,-10.4%,-2.3%,11.4%,-6.2,-13.0%,i,-1.8%,-2.8%
COc1ccc(C2/C(=C(/O)c3ccccc3)C(=O)C(=O)N2c2ccccn2)cc1OC (stereo not given),3.9%,3.9%,-0.8%,2.5%,-0.7,-11.1%,i,-25.1%,2.2%
COc1ccc(N(CN2C(=O)c3ccccc3C2=O)C(=O)C(C)C)cc1,-6.1%,6.7%,0.1%,0.2%,-0.7,-0.7%,i,21.2%,5.0%
O=C(CN(Cc1ccccc1)C(=O)CCC(=O)Nc1ccccn1)NCc1ccc(F)cc1,-1.5%,19.9%,-0.3%,-0.4%,0.3,-3.3%,i,9.1%,0.8%
CN(C)c1ccc(NC(=S)c2ccc3ccccc3n2)cc1,6.5%,9.5%,-0.5%,-0.9%,-0.2,-4.5%,i,-10.4%,-4.1%
Cc1ccc2oc(=O)c(S(=O)(=O)c3ccc(C(C)(C)C)cc3)cc2c1,/,12.9%,/,-0.5%,/,5.8%,/,?,/
COc1ccc(Nc2c3c(nc4ccccc24)CCCC3)cc1OC,8.1%,-18.3%,-13.6%,4.8%,-0.5,2.0%,i,?,7.2%
CCN(CC(=O)Nc1c(F)cccc1F)C(=O)CCC(=O)c1ccc(F)cc1,-0.7%,10.5%,-0.5%,0.0%,-1.4,-1.9%,i,-19.7%,12.1%
CCc1nc2ccccc2c(C(=O)OCC(=O)NCc2ccc3c(c2)OCO3)c1C,12.9%,0.9%,1.0%,-0.2%,1.3,0.3%,i,?,0.5%
C#Cc1ccc(C(=O)Nc2cc(C(N)=O)ccc2N2CCOCC2)cc1,-3.5%,/,-4.4%,0.4%,0.4,2.3%,i,27.1%,11.7%
C/C(=N\NC(=O)C(=O)Nc1c(C)n(C)n(-c2ccccc2)c1=O)c1ccncc1,2.3%,-14.1%,-1.3%,-0.8%,-0.5,-4.0%,i,5.6%,8.7%
S=C(NCCc1ccc(Cl)cc1)NC1CCCCC1,3.9%,27.0%,6.0%,0.2%,0.1,-10.0%,i,?,6.2%
O=C(COC(=O)c1cccnc1Nc1cccc(C(F)(F)F)c1)NCCN1C(=O)CSC1=O,-3.9%,-26.7%,-17.7%,2.7%,-2.2,-1.3%,i,-25.8%,-20.3%
Cc1ccc(CNC(=O)c2cc3c(=O)n(Cc4cccnc4)ccc3nc2C)cc1,/,-22.2%,/,0.7%,/,1.5%,/,-1.4%,/
CCc1ccc(OCC(=O)OCC(=O)NCCNC(=O)COC(=O)COc2ccc(CC)cc2)cc1,-7.8%,?,0.9%,0.3%,-3.3,0.4%,i,2.0%,-4.2%
CC(C)C(=O)N[C@@H]1c2ccccc2CC[C@@H]1OCc1ccccc1,12.4%,10.0%,0.4%,-0.8%,0.5,14.8%,i,-5.1%,-18.8%
CCN(C(=O)c1cc2c(=O)oc3ccc(C)cc3c2s1)c1ccccc1F,/,13.4%,/,0.4%,/,0.2%,/,-6.2%,/
COc1cccc(N2C(=O)CN(Cc3cc(OC)c(OC)c(OC)c3)C2=S)c1,-3.2%,1.2%,-0.8%,3.9%,-6.2,9.1%,i,-3.9%,-11.1%
CCN(CC)CCNC(=O)c1ccccc1N,0.0%,17.7%,-0.7%,-0.1%,0.5,-6.5%,i,-12.2%,11.0%[57.1 µM]
CC(C)CN(C(=O)COC(=O)c1ccc2ccccc2c1)c1c(N)n(Cc2ccccc2)c(=O)[nH]c1=O,-7.6%,-6.3%,2.6%,-0.6%,-0.8,-2.6%,i,?,7.7%
Clc1ccc2nc(-c3ccncc3)cc(-c3ccccc3)c2c1,3.4%,6.3%,0.0%,2.3%,-2.2,0.6%,i,-4.3%,-4.0%
CN(C)CCCn1c(=O)n(Cc2ccco2)c(=O)c2c3c(sc21)CCCCC3,3.7%,1.2%,-0.6%,6.8%,-1.6,-1.4%,i,?,2.3%
Cc1ccc(N(CCO)C(=S)Nc2ccccc2)cc1,3.1%,2.6%,1.0%,-0.1%,-3.0,-2.6%,i,3.1%,1.6%
O=C(CC(c1ccccc1)c1ccccc1)Nc1nn[nH]n1,3.0%,12.7%,0.7%,-0.6%,2.9,-3.8%,i,11.6%,3.5%

# Fetched one by one from above (2):
SMILES,EPAC2 ag,Nrf2 inh,MmCpn inh,Nrf2 ARE act,CCT chaperon mod,A549 viability,pAkt inh,TGFb inhibitor,EPAC2 antagonist
S=C(NCCc1ccc(Cl)cc1)NC1CCCCC1,3.9%,27.0%,6.0%,0.2%,0.1,-10.0%,i,?,6.2%
CCN(CC(=O)Nc1c(F)cccc1F)C(=O)CCC(=O)c1ccc(F)cc1,-0.7%,10.5%,-0.5%,0.0%,-1.4,-1.9%,i,-19.7%,12.1%

# The listing continues:
SMILES,EPAC2 ag,Nrf2 inh,MmCpn inh,Nrf2 ARE act,CCT chaperon mod,A549 viability,pAkt inh,TGFb inhibitor,EPAC2 antagonist
Cc1ccc(S(=O)(=O)N2C[C@@H]3[C@H]4CC[C@H](C4)[C@@H]3[C@@H](C)[C@@H]2c2ccn(Cc3ccccc3)c2)cc1,12.5%,?,1.6%,7.3%,1.0,5.6%,i,-0.2%,0.1%
Cc1cccc(Sc2c([N+](=O)[O-])ncn2C)c1,-4.5%,-19.8%,1.1%,?,0.8,-16.0%,i,12.3%,-0.4%
Nc1cc2c(cc1Cl)N(Cc1ccccc1)C(=O)CO2,13.4%,17.0%,-0.9%,-0.8%,-1.2,0.6%,i,-2.0%,-16.4%
COc1cc(-c2nnc3n2N=C(c2ccccc2)CS3)cc(OC)c1OC,-14.7%,?,-2.3%,4.8%,0.4,-20.9%,i,-14.8%,0.0%
CC(=O)NC(Cc1ccccc1)Cc1ccccc1,4.4%,-5.3%,-1.7%,-1.2%,-1.6,-1.1%,i,1.6%,9.4%
CCCCN(C(=O)c1cc(Cl)nc2ccccc12)c1c(N)n(CCC)c(=O)[nH]c1=O,-0.6%,/,/,0.3%,0.5,/,i,-4.7%,0.8%
O=C(NCc1cccnc1)c1ccc(Cl)c(S(=O)(=O)N2CCOCC2)c1,1.3%,3.8%,-0.8%,-1.0%,-0.6,1.7%,i,3.2%,7.7%
Cc1ccc(CNC(=O)C2CCCN(c3nc4c(C)cc(C)cc4s3)C2)cc1 (stereo not given),/,12.8%,/,4.1%,/,-10.7%,/,-10.2%,/
Cc1cc(=O)oc2cc(OCC(=O)Nc3ccccc3C(=O)O)ccc12,-12.3%,10.8%,0.5%,0.0%,-1.2,1.1%,i,8.3%,-8.4%
